Ins promoter up: MIN6 insulin promoter up-regulation; MIN6 insulin promoter-GFP reporter, high-content imaging; stronger effect = higher value; z-score at 5 µM; 190,000 tested, 0.3% active;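 active = z-score above 3 at 5 µM with at least 500 cells counted in the well; inconclusive = wells under 500 cells, flagged as cytotoxic or low count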
WT yeast gro inh: growth inhibition of WT yeast, mitochondrial fusion screen. mitochondrial fusion phenotypic screen, WT strain. inhibition, % at 10 µM. 190,000 tested, 2.1% active. AID 1362; in the data active = inhibition above about 58%; tested in S. cerevisiae
Lipid droplet: hepatic lipid droplet formation modulation | AML12 mouse hepatocytes, oleate lipid droplets, BODIPY imaging | inhibition, % at 6.5 µM | 240,000 tested, 0.4% active | AID 1656;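 active = lipid droplet intensity inhibited by at least 50%, with more than 500 cells counted; inconclusive = wells with under 300 cells, treated as cytotoxic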
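Technique: fluorescence imaging, 20x objective, two fields per well / Assay system: AML12 hepatocytes (mouse) / Measure: % inhibition of lipid droplet signal / Doses: 6.5 µM single-point dosing / Incubation: overnight exposure / Reagent: 100 µM oleic acid challenge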
West Nile virus CPE: inhibition of WNV-induced cytopathic effect – cell-based, CPE readout (AID 1621) | West Nile virus-infected cells, CPE inhibition; higher % means a stronger effect | 290,000 tested, 0.02% active | CPE inhibition, % at 10 µM; hits with a dose series show IC50 in µM; in the data active = a potency from the dose series; inconclusive = CPE inhibition mostly from about 3.7% at the one dose, without a potency; inactive = the rest, 99 in 100 with CPE inhibition below about 2.2%; note: strong numbers were not always called active
bCat nuc transl: beta-catenin nuclear translocation modulation; 190,000 tested, 0.3% active; nuclear translocation activity, % at 5 µM; HeLa beta-catenin nuclear translocation, immunofluorescence imaging;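 active = nuclear translocation activity above 50% at 5 µM, with a well cell count of 50 or more; inconclusive = wells under 50 cells across six images, flagged as toxic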;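 note: per-cell ratio of nuclear to cytoplasmic median beta-catenin stain intensity; plate controls were DMSO negative control for no effect and GSK-3 inhibitor IX positive control for full effect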
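Test system: HeLa cells, endogenous beta-catenin; Compound: single 5 µM dose plus 0.02–20 µM confirmation series; Times: compound exposure 24 h at 37°C; Signal: fluorescence imaging of beta-catenin antibody stain plus DAPI; Read-out: % activation, nuclear-to-cytoplasmic median beta-catenin signal ratio per cell.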
Autophagy HCS: autophagy modulation, high-content screen; MEF GFP-LC3 puncta imaging; test concentration mostly 10 µM; AID 463193; 190,000 tested, 0.98% active; calls only at 10 µM (by protocol);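 active = percentage of spot-positive cells more than 3 SD above its plate mean, without a fluorescence outlier flag or 80% toxicity; inconclusive = no clear call, values can overlap the other calls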;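 note: spot-positive cell cutoff set from DMSO-treated cells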
T cell modulator: modulates CD8 T cell binding to vesicles; 330,000 tested, 0.068% active; AID 2052; 2C CD8+ T cell-vesicle binding, flow cytometry; stronger effect = lower value; calls only at 7 µM;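 active = response, share of CD8 T cells binding vesicles, and their 90th percentile fluorescence all below set limits, cut at about 80% in these data, passing the limit was not always enough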
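Read-out – percent CD8+ FL2 mean versus row control · System – murine 2C transgenic CD8+ T lymphocytes · Times – 1.5 h cell–vesicle binding at 37 °C, then 20 min icy labelling · Control set – naked vesicles low, QL9 vesicles with vehicle high · Detection – cytometric PE anti-B7-1 and Alexa647 anti-CD8 signals after 1% paraformaldehyde fixation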
MT stabilizer: microtubule stabilization, imaging screen; HeLa tubulin immunostaining HCS, 24 h; share of cells brighter than vehicle mean+2SD; % tubulin-high responders, % at 10 µM; 200,000 tested, 0.83% active;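 active = plate Z-score above 3 for both tubulin-high and condensed-nucleus cell shares, with cell loss under 80%, at 10 µM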;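 note: anti alpha tubulin signal scored within the nucleus-defined area of each cell; some results filed as inactive read as strong as hits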
Myeloid diff 2: compounds promoting myeloid differentiation; ER-HoxA9 myeloid progenitors, lysozyme-GFP differentiation, flow cytometry; calls only at 10 µM; 360,000 tested, 1% active; AID 624256;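 active = normalized GFP-positive differentiation at or above the plate's own cutoff, the solvent-only control mean plus 3 SD; inconclusive = no clear call, values can overlap the other calls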;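 note: cells exposed to compound for four days before flow analysis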
WT yeast gro inh mutant strain: further read-out of WT yeast gro inh, marked with its call; inhibition, %; mitochondrial fusion phenotypic screen, mutant strain inhibition
Ins promoter up cell count: second read-out of Ins promoter up, no call of its own (marks repeat the call); cell count; measured here: cytotoxicity, nuclei count;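 total cells summed across four imaged fields per well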
Lipid droplet cells 6.5 µM: further read-out of Lipid droplet, marked with its call; cell count; measured here: cell count, cytotoxicity flag;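 cells counted across two imaged fields per well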
bCat nuc transl cell count 5 µM: further read-out of bCat nuc transl, marked with its call; cell count; measured here: cell count, cytotoxicity flag
T cell modulator vesicle-bound %: second read-out of T cell modulator, no call of its own (marks repeat the call); double positive events, %; measured here: CD8+ vesicle-bound cell fraction;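 binding gate set so that unloaded-vesicle control wells show 10% double positive cells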
MT stabilizer Hoechst-high %: second read-out of MT stabilizer, no call of its own (marks repeat the call); % Hoechst-high responders; measured here: nuclear condensation Hoechst responders;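 share of cells brighter than vehicle mean plus two SD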
MT stabilizer cytotoxicity %: also measured in MT stabilizer; calls as there; toxicity, %; measured here: cytotoxicity by cell density;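 0% = mean cell density of plate MIN control wells and 100% = no cells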
Autophagy HCS cell loss 18 h: further read-out of Autophagy HCS, marked with its call; toxicity, %; measured here: cell loss, nuclei count;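 cell loss after 18 h compound exposure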
Myeloid diff 2 GFP+ MAC1+ %: also measured in Myeloid diff 2; calls as there; GFP+ MAC1+ double positive, %; measured here: differentiation confirmed by MAC1 staining
Numbers without * were called inactive; i = inactive; ? = inconclusive; . = no result given.

SMILES	Ins promoter up	Ins promoter up cell count	WT yeast gro inh	WT yeast gro inh mutant strain	Lipid droplet	Lipid droplet cells 6.5 µM	West Nile virus CPE	bCat nuc transl	bCat nuc transl cell count 5 µM	Autophagy HCS	Autophagy HCS cell loss 18 h	T cell modulator	T cell modulator vesicle-bound %	MT stabilizer	MT stabilizer Hoechst-high %	MT stabilizer cytotoxicity %	Myeloid diff 2	Myeloid diff 2 GFP+ MAC1+ %
O=C(NCCN1CCOCC1)/C(=C/c1ccc(F)cc1)NC(=O)c1ccccc1	.	.	.	.	4.4	859	-0.3%	.	.	.	.	i	16.2	.	.	.	i	0.9
CC(OC(=O)CN1C(=O)c2ccccc2C1=O)C(=O)NC1CCCC1 (stereo not drawn)	.	.	.	.	8.6	803	0.0%	.	.	.	.	i	20.8	.	.	.	i	0.7
NC(=O)CC(NC(=O)Cc1ccc(Br)cc1)c1ccc(NCCc2ccc(F)cc2)c([N+](=O)[O-])c1 (stereo not drawn)	-0.29	989	.	.	-10.6	606	0.3%	-1.9	1351	.	.	i	59.9	.	.	.	i	1.8
CC1=NN(C(N)=S)C(=O)C1N=Nc1cccc(Cl)c1C (stereo not drawn)	.	.	.	.	-0.6	852	0.9%	.	.	.	.	i	59.6	.	.	.	i	0.6
CC(=O)Nc1nc(C)c(-c2csc(Nc3cccc([N+](=O)[O-])c3)n2)s1	.	.	-16.4	-5.9	9.6	776	?	.	.	i	11.2	i	41.6	0.9	1.6	0.9	.	.
CCOC(=O)C1CCN(S(=O)(=O)c2ccc(OC)c(OC)c2)CC1	0.04	905	-4.2	-1.3	-1.1	722	-0.1%	-1.6	1086	i	4.1	i	13.5	1.7	1.6	6.0	i	3.2
Oc1c(Br)cc(/C=N/n2c(-c3ccccc3)n[nH]c2=S)cc1Br	.	.	.	.	-0.8	827	-0.5%	.	.	.	.	i	54.3	.	.	.	i	0.1
COn1c(=S)[nH]c2ccccc2c1=O	-0.34	1605	-6.5	13.2	.	.	0.1%	-2.1	971	i	3.7	i	15.9	5.4	3.2	6.0	i	7.6
Cc1ccc(-n2nc3c(=O)n(CC(=O)NCCc4ccc(Cl)cc4)nc(C)c3c2C)cc1	.	.	.	.	4.4	677	0.0%	.	.	.	.	i	28.6	.	.	.	?	.
Cc1[nH]n(-c2ccc(Br)cc2)c(=O)c1C=Nc1ccc(S(=O)(=O)Nc2nccs2)cc1	0.59	1530	11.7	24.9	-6.4	643	-0.5%	-1.1	1086	i	1.0	i	36.1	2.5	3.5	5.2	i	1.1
COc1cccc(-c2cc(=O)c3cc(NC(=O)c4ccccc4)ccc3[nH]2)c1	0.07	841	-2.9	-4.6	36.8	735	0.2%	.	.	i	-45.6	i	39.9	15.2	63.3	30.1	i	2.8
Cc1ccc(C)c(N2CCN(C(=O)C3CCN(c4nnc(N5CCCC5=O)s4)CC3)CC2)c1	-0.03	905	.	.	.	.	.	-0.2	1190	i	1.2	i	27.6	3.1	2.0	0.6	i	0.9
CC1CCN(CCCn2c(SCC(=O)Nc3ccccc3Cl)nc3ccccc3c2=O)CC1	0.29	1320	12.5	16.8	-32.2	662	-1.0%	.	.	i	-3.8	i	62.7	1.7	1.6	2.7	i	1.6
COc1ccc(C2C(=O)N(C3CCCCC3)CC(=O)N2C2CCCCC2)cc1 (stereo not drawn)	.	.	5.9	11.4	6.4	793	-0.3%	-13.4	1232	i	5.1	i	47.5	1.8	1.5	7.0	i	5.4
COc1ccc(NC(=S)N2CCN(c3ncccn3)CC2)cc1	-0.76	1634	-4.1	8.5	2.8	665	0.4%	1.4	874	i	-11.0	i	62.5	3.2	3.1	6.0	i	0.1
COc1ccc(CC(=O)Nc2ccccc2C(=O)NCCc2ccccc2)cc1	.	.	.	.	-5.0	855	-1.2%	.	.	.	.	i	60.6	.	.	.	i	0.5
COc1cccc(C(=O)N2CCCC(CCC(=O)NCc3ccc(F)c(F)c3)C2)c1 (stereo not drawn)	-0.02	1291	-18.6	0.9	-32.2	684	-0.5%	0.9	1547	i	5.8	i	15.3	1.3	1.8	10.3	i	0.3
O=C(Cc1ccc(O)cc1)NCCNC(=S)NCc1ccccc1	-0.15	1399	.	.	-1.7	677	0.1%	-0.4	1063	.	.	i	12.7	.	.	.	i	0.1
COCc1[nH][nH]c(=O)c1C=Nc1ccc(Cl)cc1	.	.	-13.8	18.7	14.8	794	0.1%	-4.5	1082	i	-5.0	i	38.0	2.2	1.7	6.8	i	0.9
COc1cc(/C=N/NC(=O)c2ccncc2)cc(OC)c1OC	.	.	.	.	5.9	781	-0.1%	.	.	.	.	i	69.1	.	.	.	i	0.2
Cc1cccc(N2CCN(C(=O)c3nn(C)c4c3CS(=O)(=O)c3ccccc3-4)CC2)c1C	.	.	.	.	24.5	657	0.4%	.	.	.	.	i	30.1	.	.	.	i	4.6
O/N=C\c1ccccc1Oc1ccc(F)cc1	0.24	1356	7.3	-0.2	-5.1	776	-0.9%	1.2	1485	i	21.3	i	21.5	1.6	1.4	2.2	i	0.5
Cc1nnc(NC(=O)c2ccc3ccccc3n2)s1	-0.35	1162	8.6	13.3	20.3	723	-0.4%	-0.2	1103	i	6.0	i	36.0	2.0	1.5	10.1	i	0.9
CC(C)Nc1ncnc2c1cnn2-c1ccccc1	-2.13	1025	-24.6	-16.2	-2.8	680	1.9%	8.0	766	.	.	i	30.3	14.4	1.9	10.4	i	2.1
CSc1ccccc1C(=O)NCCOc1ccccc1C	-0.27	1472	-6.0	-1.1	-5.2	663	-1.0%	-0.6	1050	i	1.7	i	35.5	2.8	2.8	6.5	i	0.6
Cc1ccc(C(=O)Nc2cccc(-c3cn4ccccc4n3)c2)cc1	-0.31	1368	9.6	12.2	-6.5	689	-0.2%	0.1	1003	i	4.2	i	49.0	3.4	1.5	8.5	i	0.2
COc1ccccc1C(=O)Nc1cccc(C(=O)N2CCOCC2)c1	.	.	.	.	-1.7	870	0.0%	.	.	.	.	i	66.4	.	.	.	i	6.8
CC(=O)c1cccc(NC(=O)CSc2nnc(-c3ccc(S(=O)(=O)N4CCCC4)cc3)o2)c1	.	.	-3.0	-6.5	.	.	0.1%	-2.7	1187	i	-11.0	.	.	3.8	3.6	7.7	i	6.8
COc1ccccc1N1CCN(CCCNC(=O)Nc2ccccc2)CC1	.	.	-14.5	-4.9	-18.0	721	0.2%	.	.	i	0.9	i	31.7	3.5	2.7	8.1	i	1.1
Cc1[nH]c(=O)[nH]c(=O)c1/C=N/NC(=O)[C@@H](N)CC(C)C	0.08	994	.	.	5.4	749	?	-1.3	1369	.	.	i	20.4	.	.	.	i	0.0
C=CCNc1ccc(C(=O)O)cc1	0.95	1385	-21.3	29.2	7.0	704	-0.1%	0.3	714	i	-1.8	i	47.6	2.3	1.2	2.8	i	0.6
CCOC(=O)CSc1nnc(-c2ccncc2)o1	0.07	1139	1.2	-10.7	-7.6	704	0.4%	5.8	1062	i	-3.4	i	30.7	2.0	2.0	2.6	i	1.0
FC(F)(F)c1ccccc1/C=N/N1CCN(Cc2ccccc2)CC1	-0.09	1258	15.3	4.8	-2.9	685	-1.3%	1.3	878	i	-14.4	i	48.7	4.9	4.7	11.6	i	0.2
N#C/C(C(=O)Nc1ccc(Cl)cc1)=C(/S)Nc1ccccc1	.	.	.	.	-2.3	847	-0.4%	.	.	.	.	i	1.7	.	.	.	i	1.5
COc1ccc(/C=C/C(=O)c2cc3c(cc2N)OCO3)cc1	0.85	1195	27.5	28.1	11.2	760	-0.2%	.	.	i	6.0	i	35.3	2.8	2.6	4.9	i	0.3
Cc1ccccc1C([O-])=Nc1ccc[n+](-c2nc3ccccc3nc2NS(=O)(=O)c2ccccc2)c1	-0.43	1455	.	.	35.8	732	0.0%	-1.5	1106	.	.	i	23.5	.	.	.	.	.

Copied from the list:
Lipid droplet cells 6.5 µM with `COc1cc(/C=N/NC(=O)c2ccncc2)cc(OC)c1OC` stands at 781
Myeloid diff 2 GFP+ MAC1+ % with `Cc1ccc(C)c(N2CCN(C(=O)C3CCN(c4nnc(N5CCCC5=O)s4)CC3)CC2)c1` stands at 0.9

Further records follow.
SMILES	Ins promoter up	Ins promoter up cell count	WT yeast gro inh	WT yeast gro inh mutant strain	Lipid droplet	Lipid droplet cells 6.5 µM	West Nile virus CPE	bCat nuc transl	bCat nuc transl cell count 5 µM	Autophagy HCS	Autophagy HCS cell loss 18 h	T cell modulator	T cell modulator vesicle-bound %	MT stabilizer	MT stabilizer Hoechst-high %	MT stabilizer cytotoxicity %	Myeloid diff 2	Myeloid diff 2 GFP+ MAC1+ %
CC1(C)CC(=O)C2=C(C1)N(CC1CCCO1)C(=O)C2(O)C(F)(F)F (stereo not drawn)	-0.41	1004	-21.1	-14.5	.	.	1.2%	.	.	i	-13.1	i	24.9	1.8	1.3	8.3	i	0.9
COc1ccc(NC(=O)CSc2nc(O)cc(=O)n2-c2ccccc2)cc1	.	.	.	.	-2.9	671	-0.5%	.	.	.	.	i	64.0	.	.	.	i	11.3
CCOc1ccc(OCCSc2nc3ccccc3n2CC(=O)O)cc1	.	.	.	.	-2.8	835	-0.2%	.	.	.	.	i	34.8	.	.	.	i	0.3
Clc1ccc2nc(COc3ccccc3)[nH]c2c1	.	.	.	.	-0.3	856	-0.4%	.	.	.	.	i	57.3	.	.	.	?	.
CCC(NS(=O)(=O)c1ccc(OC)cc1)C(=O)O (stereo not drawn)	0.29	1830	7.7	15.4	3.4	671	0.3%	-2.2	1101	i	-1.7	i	39.5	3.4	1.4	23.7	i	1.5
Cc1ccc(NC(=O)C(C)N2CCCC2)cc1Cl (stereo not drawn)	0.01	1609	2.0	3.5	19.9	696	0.1%	-4.3	1126	i	-31.5	i	60.3	4.4	2.3	5.8	i	0.2
